Screening results deposited in PubChem by several laboratories.
H9c2 protect – cardioprotection against H2O2-induced cell death, primary screen, uHTS, H9c2 cells, ATPLite luminescence; protection from H2O2 cell death, % at 20 µM; actives 0.63% (n = 360,000); H9c2 cardiomyocytes, H2O2 injury protection, 2 h; AID 588492, 2011;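 active = compounds giving at least 50% protection of heart cells from peroxide-induced death in the single-dose screen, raw or plate-pattern-corrected value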;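 also: 0% = DMSO wells with peroxide and 100% = DMSO wells without peroxide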
aDG glyco act – activators of alpha-DG glycosylation, primary screen, uHTS, Pro5-aDG cells, AlphaScreen. alpha-DG glycosylation AlphaScreen (IIH6); 0% Pro5, 100% B10-LARGE cell signal. activation, % at 10 µM. actives 0.22% (n = 360,000);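 active = activation of at least 8% versus controls, or a plate z-score of at least 8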;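 also: Pro5 are CHO cells carrying HIG-tagged alpha-DG that lacks glycosylation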
ABCB6 inh 2 – ABCB6 transporter inhibitors, primary screen, K562-ABCB6 cells, flow cytometry, MLPCN library. ATP-binding cassette sub-family B member 6 (Homo sapiens), Q9NP58. K562-ABCB6 porphyrin accumulation, 1 h; stronger effect = lower value. fluorescence ratio to DMSO, % at 10 µM. AID 602162, 2011. actives 0.19% (n = 360,000);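 active = fluorescence ratio to DMSO below 75%, the collection mean minus 3 SD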;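 also: signal is porphyrin accumulated inside mitochondria; 100% equals median channel fluorescence of DMSO control wells; lower ratio means ABCB6 inhibition with less porphyrin fluorescence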
Target sequence (Q9NP58 whole entry, looked up): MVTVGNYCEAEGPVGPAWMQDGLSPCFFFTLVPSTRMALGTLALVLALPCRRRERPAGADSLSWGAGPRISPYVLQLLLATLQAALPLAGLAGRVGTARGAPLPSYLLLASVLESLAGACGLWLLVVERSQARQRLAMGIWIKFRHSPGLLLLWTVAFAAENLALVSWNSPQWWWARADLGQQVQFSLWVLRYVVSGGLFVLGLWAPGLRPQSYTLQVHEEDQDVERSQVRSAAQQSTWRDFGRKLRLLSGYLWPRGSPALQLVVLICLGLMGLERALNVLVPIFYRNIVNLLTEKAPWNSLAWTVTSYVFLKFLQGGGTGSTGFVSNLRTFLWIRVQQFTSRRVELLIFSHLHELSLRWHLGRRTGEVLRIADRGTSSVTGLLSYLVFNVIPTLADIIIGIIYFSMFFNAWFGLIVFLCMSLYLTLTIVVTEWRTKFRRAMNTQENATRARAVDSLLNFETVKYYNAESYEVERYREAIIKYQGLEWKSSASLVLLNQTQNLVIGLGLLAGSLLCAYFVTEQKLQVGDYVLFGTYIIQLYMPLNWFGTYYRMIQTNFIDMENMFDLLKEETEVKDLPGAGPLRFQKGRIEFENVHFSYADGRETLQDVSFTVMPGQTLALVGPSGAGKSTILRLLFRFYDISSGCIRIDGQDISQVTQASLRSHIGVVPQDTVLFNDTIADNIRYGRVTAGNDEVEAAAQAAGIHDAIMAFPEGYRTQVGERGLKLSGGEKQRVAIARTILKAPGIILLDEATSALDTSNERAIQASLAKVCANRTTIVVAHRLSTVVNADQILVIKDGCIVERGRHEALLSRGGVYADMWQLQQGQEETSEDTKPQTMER
Exocytosis inh – LAMP-1 surface exposure blockers, TALL-104 cells – cell-based, flow cytometry, MLPCN library, primary screen. TALL-104 LAMP-1 surface exposure; cells stimulated with thapsigargin and PMA. actives 0.66% (n = 360,000). AID 651702, 2012. inhibition, % at 10 µM;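 active = inhibition above about 55%, limit read from the data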
ABHD5 PLIN5 PPI – ABHD5-PLIN5 interaction inhibitors, primary screen, cell lysate, split luciferase complementation, luminescence; Split G. princeps luciferase complementation, 4 h; inhibition, % at 4 µM; actives 0.78% (n = 360,000);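 active = inhibition above the mean inhibition across every tested compound plus 3 SD, cut at about 22% in these data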;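 also: 0% = DMSO only wells and the 100% control is not disclosed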
MC4R barr agon – MC4R agonists recruiting beta-arrestin, primary screen, cell-based, luminescence, agonist arm of biased-ligand search | U2OS MC4R beta-arrestin complementation; percent of melanotan II response, DMSO zero | activation, % at 8.9 µM | actives 0.98% (n = 360,000) | AID 540308, 2011;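 active = activation above a per-plate cutoff, the mean activation of sample wells on that plate plus 3 SD, cut at about 8% in these data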
HTR2A ag – mouse Htr2a agonists via beta-arrestin recruitment, primary screen, cell-based, luminescence; 5-hydroxytryptamine receptor 2A (Mus musculus), P35363; CHO-K1 mHTR2A beta-arrestin complementation; percent of 30 µM serotonin response; activation, % at 7.6 µM; actives 0.66% (n = 360,000); AID 624169, 2012;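 active = activation above a run cutoff, the mean activation of all tested compounds plus 3 SD, cut at about 14% in these data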;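 also: 0% = plate median of compound wells and 100% = 30 µM serotonin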
hiPSC survival – enhancers of single-cell hiPSC survival, primary screen, ATPlite luminescence. 100% = ROCK inhibitor wells, 0% = DMSO. survival enhancement, % at 20 µM. actives 0.044% (n = 360,000). AID 602274, 2012; in the data active = survival enhancement above about 18%;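 also: cells exposed to compounds for 16 hours before the ATP read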
N-glyco inh – increase of ERlucT glycosylation luciferase signal, primary screen, N-linked glycosylation inhibitor project, D54 ERlucT cells, luminescence, set 2. reporter increase, % at 12.5 µM. D54 ERlucT glycosylation luciferase reporter, 24 h; percent of 100 nM tunicamycin response. actives 0.23% (n = 360,000);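 active = mean luciferase reporter signal, scaled so untreated is 0 and the glycosylation-blocking control 100, at or above a set limit in every replicate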;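 also: luciferase carries N-glycosylation sites so blocking glycosylation raises the light; 0% = median of neutral control wells and 100% = median of 100 nM tunicamycin wells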
MC4R antagonist – MC4R antagonists of cAMP signaling, primary screen, cell-based, TR-FRET, antagonist arm of biased-ligand search. MC4R-expressing cells, MTII-stimulated cAMP, LANCE TR-FRET. Melanocortin receptor 4 (Homo sapiens), P32245. actives 0.48% (n = 360,000). inhibition, % at 6.5 µM;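 active = inhibition above its plate's cutoff, the mean of tested wells on that plate plus 3 SD, cut at about 29% in these data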;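 also: 0% = Melanotan II alone and 100% = Melanotan II plus saturating MCL0020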
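Assay system: human MC4R-expressing U2OS cells; reagent: Melanotan II stimulation of cells; dosing: 6.5 µM single dose; timing: compound 30 min, challenge 1 h, detection 1 h; signal: TR-FRET cAMP assay; replicates: one well per compound, no replicates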
An asterisk follows results filed as active; . = not tested or not shown.

The line under a structure holds: H9c2 protect	aDG glyco act	ABCB6 inh 2	Exocytosis inh	ABHD5 PLIN5 PPI	MC4R barr agon	HTR2A ag	hiPSC survival	N-glyco inh	MC4R antagonist
COc1ccc(S(=O)(=O)N(C)c2c(C)n(C)n(-c3ccccc3)c2=O)cc1OC
    -0.2	-0.2	100.0	-1.1	1.9	-1.0	-3.1	9.0	0.8	4.6
O=C(COC(=O)c1ccco1)NCc1ccccc1Cl
    -1.0	0.8	92.0	3.1	-3.5	-0.8	3.5	1.3	1.1	2.9
CC[C@]12c3[nH]c4ccc(OC)cc4c3CCN1C(=O)C(CC(=O)NCc1ccco1)C[C@@H]2C(=O)N1CCN(C(=O)c2ccco2)CC1 (stereo partly specified)
    8.9	-0.2	98.0	-8.5	9.9	0.0	-1.0	4.2	2.4	-4.0
Oc1cccc(/C=N/N2CCCCC2)c1O
    -11.0	0.0	96.0	4.9	-8.9	-1.5	-1.2	-0.5	-0.6	3.7
COc1cccc(N/C(SCc2ccccc2F)=C(/C#N)C(=O)NCc2cccs2)c1
    -5.9	0.0	96.0	2.3	1.9	-2.2	-3.9	-0.3	-2.9	7.2
Cc1cccc(N2CCN(CC(=O)N(C3CCCC3)C3CCS(=O)(=O)C3)CC2)c1C (stereo unspecified)
    -10.6	0.4	99.0	0.7	1.9	-0.6	1.6	-0.3	0.2	7.0
COc1ccccc1N1CCN(CC(=O)Nc2cccc(F)c2)CC1
    -2.6	0.2	99.0	-0.9	-3.5	-2.5	-4.1	-1.5	2.3	4.2
O=C(CNC(=O)Cc1cccc2ccccc12)NCc1ccc(F)cc1
    1.6	0.1	98.0	-5.4	3.3	0.5	-2.0	2.7	-0.9	9.6
CCn1c(Cc2ccccc2)nnc1SCC(=O)Nc1ccc2c(c1)OCCO2
    -1.9	-0.1	101.0	-1.8	2.1	-1.4	-3.7	-1.8	-0.3	1.0
COCCNC(=O)C1(C)CCN(C(=O)COc2ccc(Cl)cc2Cl)C1 (stereo unspecified)
    3.5	0.5	99.0	0.2	-0.6	-0.7	0.1	3.7	-0.7	5.7
Cc1cc(C)cc(N2Cc3ccccc3C2)c1
    -0.7	-0.2	97.0	-2.4	-7.1	1.8	1.7	-0.8	2.2	3.6
CC(C)C(=O)NNc1nc2ccccc2s1
    -3.0	0.0	104.0	-3.0	-6.0	-0.3	2.7	2.4	-0.7	-2.9
Cn1c2c(c(=O)n(C)c1=O)C(c1ccccc1Cl)CC(=O)N2 (stereo unspecified)
    17.4	-0.1	102.0	-4.3	3.6	-0.9	3.0	0.2	-0.1	6.9
C/C(N)=C(/C#N)C(=O)COC(=O)c1cc2c(s1)CCCC2
    -8.2	-0.1	98.0	-4.3	2.0	-1.2	0.1	-0.4	-0.5	-2.6
Cc1ccc(-c2cc(C(=O)NCc3ccc4c(c3)OCO4)[nH]n2)c(O)c1C
    -18.1	-0.3	96.0	0.2	-14.6	0.1	-7.5	-1.8	-2.2	14.8
Cc1ccc(O)c(-c2cc3ccccc3[nH]2)c1
    -6.5	0.2	98.0	0.4	-42.9	2.8	1.5	-1.3	-2.2	-4.2
CCOc1ccc(C(C(=O)NCC2CCCO2)N(Cc2cccnc2)C(=O)c2snc(C(N)=O)c2N)cc1 (stereo unspecified)
    5.5	0.1	74.0*	6.0	-2.4	-2.1	4.4	-0.5	1.3	5.6
O=C(Nc1cccnc1)/C(N=Nc1c(Cl)cccc1Cl)=C(\O)c1ccccc1
    6.9	-0.5	97.0	13.5	2.6	-1.2	-0.7	-1.2	-2.1	8.4
COc1ccc(CC(=O)OCC(=O)c2ccc(OC)cc2)cc1
    -0.2	0.0	92.0	5.4	3.1	2.6	2.2	5.1	1.0	1.4
COc1ccc(OC)c(NC(=O)CSc2nnc(Cn3nnc4ccccc43)n2C)c1
    2.1	0.0	97.0	-1.7	-4.2	-0.9	4.0	3.6	1.3	-4.7
Cc1cccc(N2CCN(CC(=O)Nc3ccc(S(=O)(=O)N4CCOCC4)cc3)CC2)c1C
    -11.3	4.3	88.0	0.6	-11.5	1.1	-1.0	-0.5	-2.0	18.7
CCN(C[C@H]1N[C@@](CC)(C(=O)OC)[C@H]2C(=O)N(C)C(=O)[C@@H]12)C(=O)NC(C)C
    3.3	0.0	102.0	-1.8	6.0	-2.8	5.6	1.3	1.6	3.2
CCCCn1c(O)c2n(c1=O)Cc1ccccc1N=C2c1ccc(C)cc1
    3.6	-0.3	101.0	-4.3	-11.5	.	3.1	1.3	-1.2	.
Cc1ccc(NC(=O)CO/N=C/c2ccccc2C)c(C)c1
    -2.6	0.0	98.0	-0.2	0.1	-0.5	-0.9	-0.4	-2.5	7.0
C/C(=N/OC(=O)c1ccc(C)cc1)c1cccs1
    -42.2	-0.2	85.0	-2.1	-2.6	-1.0	0.4	1.3	-0.5	4.5
CC(C)Oc1ccc(CNC(=O)CCC(=O)N2CCSc3ccccc32)cc1
    4.2	0.1	102.0	2.3	3.1	0.3	-0.7	-1.5	2.1	-2.4
O=C(CNS(=O)(=O)c1cccc(Cl)c1)Nc1ccc(-c2nc3ccccc3s2)cc1
    -14.4	0.2	99.0	2.8	0.6	4.9	2.6	-1.1	-8.3	6.7
CCCCc1nnc(NC(=O)CSc2nc(O)c(-c3ccccc3)c(=O)[nH]2)s1
    2.1	0.6	101.0	0.3	-4.8	0.7	1.3	1.2	-0.7	22.8
COc1ccc(NC(=O)CSc2nc3c(c(=O)[nH]2)CCC3)cc1OC
    16.8	-0.1	94.0	-2.0	4.4	-0.9	3.3	2.2	-0.9	1.0
Cn1cc(/C=N/NC(=O)c2cc3cc(Br)ccc3o2)c2ccccc21
    19.2	-0.2	103.0	-8.3	-1.0	7.2	-3.1	-0.1	-0.7	9.9

Complete entries from above. Values in the order: H9c2 protect | aDG glyco act | ABCB6 inh 2 | Exocytosis inh | ABHD5 PLIN5 PPI | MC4R barr agon | HTR2A ag | hiPSC survival | N-glyco inh | MC4R antagonist
Record of `O=C(Nc1cccnc1)/C(N=Nc1c(Cl)cccc1Cl)=C(\O)c1ccccc1` : 6.9 | -0.5 | 97.0 | 13.5 | 2.6 | -1.2 | -0.7 | -1.2 | -2.1 | 8.4
Record of `Cc1ccc(NC(=O)CO/N=C/c2ccccc2C)c(C)c1` : -2.6 | 0.0 | 98.0 | -0.2 | 0.1 | -0.5 | -0.9 | -0.4 | -2.5 | 7.0

Remaining list, next part:
The line under a structure holds: H9c2 protect	aDG glyco act	ABCB6 inh 2	Exocytosis inh	ABHD5 PLIN5 PPI	MC4R barr agon	HTR2A ag	hiPSC survival	N-glyco inh	MC4R antagonist
CCOC(=O)c1ccc(NC(=O)/C=C/c2cccs2)cc1
    -3.8	2.2	95.0	10.2	-1.9	2.0	-3.4	-0.7	0.3	-1.2
C=CCC1(NC(C)c2ccccc2)CCCCC1 (stereo unspecified)
    -0.8	0.0	94.0	-2.0	0.0	1.9	1.7	4.0	3.6	1.7
COc1ccccc1N1CCN(C(=O)CCc2ccccc2)CC1
    6.7	-0.1	99.0	-1.5	3.1	1.1	6.0	-0.6	1.0	-1.5
COc1ccc(NC(=O)c2cccc(F)c2)cc1Cl
    -4.9	0.8	95.0	-0.2	1.6	0.5	-2.0	-0.3	-1.0	-0.4
N#CC1=C(N)NC(SCc2ccc(Cl)cc2)=C(C#N)C12CCCCC2
    -36.0	0.1	99.0	2.5	-0.4	-0.4	0.1	-3.2	0.4	11.3
CN(C)c1nc(N(C)C)n(C(=O)c2ccc(F)cc2)n1
    -1.7	0.0	101.0	-4.4	3.7	-1.4	-5.6	0.1	-0.9	11.8
O=C(Cn1cnc2ccccc2c1=O)NCC(=O)N1CCN(Cc2ccc3c(c2)OCO3)CC1
    1.3	-0.2	102.0	-0.8	-5.5	-0.4	1.6	4.0	0.1	10.0
Cc1nc(S(=O)(=O)N(C)c2ccccc2)c(C#N)c(C)c1Cl
    1.3	0.1	96.0	-5.6	-5.5	-0.1	3.7	3.8	-0.6	6.7
COCc1cc(=O)n2[nH]c(-c3cccs3)cc2n1
    5.2	0.0	94.0	-2.1	-0.4	-1.0	0.1	0.5	4.3	5.7
C#CCOCCOCCOCCNc1nc(N2CCN(C(=O)[C@H](CCCN=C(N)N)n3cc(C(N)[C@@H](C)CC)nn3)CC2)nc(N2CCN(C(=O)[C@H](CCC(=O)O)n3cc([C@@H](N)CO)nn3)CC2)n1 (stereo partly specified)
    11.3	0.1	103.0	1.9	1.6	-1.3	0.4	-1.7	1.1	6.2
CN(C(=O)CSc1nnc2ccccn12)C1CCS(=O)(=O)C1 (stereo unspecified)
    9.0	-0.2	91.0	0.7	-0.3	-0.5	1.0	-1.1	2.1	-6.6
Cc1nc2cc(Cl)ccc2n1CCO
    4.8	0.1	100.0	2.1	-2.3	0.9	-1.3	1.4	1.0	11.9
COc1cc(CNC2CCCCCCC2)cc(Cl)c1OC
    -6.6	0.1	98.0	17.1	-3.7	5.1	-8.4	-1.0	0.1	13.9
CC1=C(n2nnc3ccccc32)C(c2ccccc2)C(C#N)=C(N)O1 (stereo unspecified)
    4.1	-0.3	92.0	-3.9	-5.5	-1.0	3.1	1.3	-0.4	-7.0
O=C(Nc1ccccc1F)C1COc2ccccc2O1 (stereo unspecified)
    5.9	0.0	97.0	2.7	7.1	-1.5	0.8	0.9	2.9	1.0
